Screens as filed in PubChem BioAssay.
yeast rad50: NCI yeast anticancer drug screen, S. cerevisiae rad50 strain; % growth inhibition at 50 µM; hit rate 10% among 79,000; AID 155, 2004;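 note: 0% = growth of vehicle-only cultures of the same strain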
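Growth of the mutant yeast was measured after compound exposure and referenced to vehicle-treated cultures.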
yeast cln2 rad14: NCI yeast anticancer drug screen, S. cerevisiae cln2 rad14 strain | growth inhibition, % at 50 µM | hit rate 8.3% among 78,000;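 note: 0% = growth of vehicle-only cultures of the same strain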
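Test compounds were added to cln2 rad14 yeast cultures; inhibition of growth was then determined by comparison with vehicle treatment.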
yeast sgs1 mgt1: NCI yeast anticancer drug screen, S. cerevisiae sgs1 mgt1 strain. % growth inhibition at 50 µM. AID 161, 2004. hit rate 10% among 78,000;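 note: 0% = growth of vehicle-only cultures of the same strain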
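Percent growth inhibition was derived by comparing compound-exposed mutant yeast with vehicle-exposed cultures. The strain carries alterations in DNA damage repair.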
yeast mec2-1: NCI yeast anticancer drug screen, S. cerevisiae mec2-1 strain; hit rate 9% among 79,000; % growth inhibition at 50 µM;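 note: 0% = growth of vehicle-only cultures of the same strain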
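Test agents were screened against the mec2-1 yeast strain, with defined DNA repair or cell cycle alteration. Growth was scored as inhibition against vehicle-only controls.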
bub3: NCI yeast anticancer drug screen, S. cerevisiae bub3 mutant strain. % growth inhibition at 50 µM. hit rate 9.9% among 78,000;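 note: 0% = growth of vehicle-only cultures of the same strain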
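Part of a panel of yeast mutants defective in DNA damage repair or cell cycle regulation. Each strain is grown with compound, and inhibition is calculated relative to solvent-treated cultures.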
mlh1 rad18: NCI yeast anticancer drug screen, S. cerevisiae mlh1 rad18 strain; growth inhibition, % at 50 µM; hit rate 11% among 79,000; AID 175, 2004;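 note: 0% = growth of vehicle-only cultures of the same strain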
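Growth inhibition of the yeast strain was measured after compound exposure and expressed relative to vehicle-treated controls. The strain carries defined defects in DNA damage repair.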
Numbers without * were called inactive; · = not tested or not shown; & = joins results of further samples. Cut-off read from the data, not from the text of the source: active = growth inhibition above about 70%; inactive = the rest.

Key to letters: A = yeast rad50; B = yeast cln2 rad14; C = yeast sgs1 mgt1; D = yeast mec2-1; E = bub3; F = mlh1 rad18
#1 Nc1[nH]c(=S)nc2nc3c(c(-c4ccccc4)c12)CCCC3
  A: -46; B: -3; C: 7; D: -14; E: -14; F: -14
#2 CCCCCCCCCCCCOc1ccccn1
  A: -11; B: -7; C: -8; D: -34; E: -12; F: -5
#3 COc1cc(C2CC(C)(O)Oc3cc4c(cc32)OCO4)cc(OC)c1OC (stereo not given)
  A: 12; B: -9; C: 19; D: 5; E: 41; F: -1
#4 CCOc1ccc(N)c(S)c1
  A: 94*; B: 97*; C: 98*; D: 91*; E: 98*; F: 92*
#5 O=C(/C=C(\[O-])c1ccccc1)CCCCCCC(=O)/C=C(\[O-])c1ccccc1.O=C(/C=C(\[O-])c1ccccc1)CCCCCCC(=O)/C=C(\[O-])c1ccccc1.O=C(/C=C(\[O-])c1ccccc1)CCCCCCC(=O)/C=C(\[O-])c1ccccc1.[La+3].[La+3]
  A: -2; B: ·; C: 6; D: -9; E: 12; F: -10
#6 CCc1c(Sc2ccccn2)n(COCc2ccccc2)c(=O)[nH]c1=O
  A: -14; B: -16; C: -25; D: -4; E: -18; F: -16
#7 COC(=O)C(Cc1ccccc1)C(=O)C(CC(=O)OC(C)(C)C)NC(=O)OC(C)(C)C (stereo not given)
  A: 15; B: 11; C: 17; D: 1; E: 22; F: -28
#8 Cc1nn(-c2ccccc2)c(=O)n2c1nc1ccccc12
  A: -2; B: -43; C: 21; D: -10; E: 27; F: 12
#9 CCCN=Cc1cnc(C#N)c(N)n1
  A: 19; B: 71*; C: 5; D: -4; E: 17; F: 32
#10 N#CCCn1ccc2ccccc21
  A: 6; B: 7; C: 5; D: -3; E: 1; F: 2
#11 COCCCNC(=O)C1C(=O)C(=O)N(CCCOC)C1=O (stereo not given)
  A: -2; B: 13; C: -16; D: -3; E: -5; F: -11
#12 C/C(=N/Nc1ccccc1)C(=O)O
  A: 98*; B: 98*; C: 98*; D: 98*; E: 97*; F: 97*
#13 O/N=C/C(=NCc1ccccn1)NO
  A: -2; B: -34; C: 1; D: -3; E: 7; F: -1
#14 CCCS(=O)c1nc(COC(=O)NC)c(COC(=O)NC)n1C (stereo not given)
  A: -8; B: 17; C: 4; D: -1; E: -7; F: -36
#15 c1ccc2nc3c4ccccc4c4ccccc4c3cc2c1
  A: -18; B: -27; C: 9; D: -19; E: 41; F: -8

Filtered by structure, the compounds so far containing a cyano group (two)
Key to letters: A = yeast rad50; B = yeast cln2 rad14; C = yeast sgs1 mgt1; D = yeast mec2-1; E = bub3; F = mlh1 rad18
#9 CCCN=Cc1cnc(C#N)c(N)n1
  A: 19; B: 71*; C: 5; D: -4; E: 17; F: 32
#10 N#CCCn1ccc2ccccc21
  A: 6; B: 7; C: 5; D: -3; E: 1; F: 2

Additional structures:
Key to letters: A = yeast rad50; B = yeast cln2 rad14; C = yeast sgs1 mgt1; D = yeast mec2-1; E = bub3; F = mlh1 rad18
#16 COC/C(=N\NC(N)=O)c1ccc(OC)cc1
  A: 6; B: -3; C: -9; D: -6; E: 9; F: -8
#17 CC(=O)/C(=N\N=C(N)N)c1ccccc1
  A: -25; B: 20; C: -20; D: -29; E: 18; F: 4
#18 COC(=O)c1ccccc1OC(=S)N(C)C
  A: -9; B: -29; C: -8; D: -11; E: 1; F: -17
#19 CC1=CC(C/C(C)=C/COc2ccc3ccc(=O)oc3c2)OC1=O (stereo not given)
  A: 8; B: 11; C: 12; D: -39; E: -1; F: 8
#20 CC(=O)N=c1ccc2nc3c(cc(N)c4ccccc43)oc-2c1
  A: 25; B: 21; C: 28; D: 13; E: 40; F: 34
#21 CCN(CC)CCCNc1c2c(Cl)cc(Cl)cc2nc2nc(=O)[nH]c(C)c12
  A: 9; B: 39; C: 9; D: 1; E: 35; F: 42
#22 COc1ccc(-c2nc(Nc3ccccc3)sc2Cc2sc(Nc3ccccc3)nc2-c2ccc(OC)cc2)cc1
  A: -4; B: 24; C: 30; D: 0; E: 11; F: 12
#23 CCN(CC)CCCCCCNc1cc(OC)c(C)c2cccnc12
  A: -7; B: -2; C: 20; D: 1; E: 4; F: -3
#24 Cc1ccc(S(=O)(=O)OC2CC3CCC(C2)S3)cc1 (stereo not given)
  A: -9; B: 14; C: -12; D: -3; E: 7; F: 7
#25 CC(=O)N1C(=O)/C(=C\C(=O)c2ccc(Cl)cc2)c2ccccc21
  A: 76*; B: 77*; C: 86*; D: 87*; E: 86*; F: 81*
#26 C(#CCOc1ccc2c(c1)OCO2)COc1ccc2c(c1)OCO2
  A: 29; B: -9; C: -19; D: 1; E: -9; F: 8
#27 c1ccc(SSc2ccccc2)cc1
  A: 47; B: 19; C: 77*; D: 21; E: 27; F: 88*
#28 COc1ccc(CC(CC(=O)O)NC(C)=O)cc1 (stereo not given)
  A: -10; B: 5; C: -16; D: -35; E: -9; F: -3
#29 NC(=O)C(=CN1C(=O)CC(=O)NC1=S)C(N)=O
  A: -30; B: -14; C: -12; D: -34; E: -27; F: 14
#30 COc1ccc(-n2nc(C)cc(N)c2=O)cc1
  A: 4; B: -7; C: 11; D: -1; E: 4; F: 2

Rewritten with two lines to a compound: entries from further up
Values run as follows: yeast rad50 | yeast cln2 rad14 | yeast sgs1 mgt1 | yeast mec2-1 | bub3 | mlh1 rad18
16. COC/C(=N\NC(N)=O)c1ccc(OC)cc1
→ 6 | -3 | -9 | -6 | 9 | -8
21. CCN(CC)CCCNc1c2c(Cl)cc(Cl)cc2nc2nc(=O)[nH]c(C)c12
→ 9 | 39 | 9 | 1 | 35 | 42

(next part)
Key to letters: A = yeast rad50; B = yeast cln2 rad14; C = yeast sgs1 mgt1; D = yeast mec2-1; E = bub3; F = mlh1 rad18
#31 Cc1ccc(Cl)cc1NC(=O)Oc1ccccc1C(=O)OCc1ccccc1
  A: -32; B: -37; C: 18; D: -2; E: 20; F: 20
#32 CC(C)(C)C1=CC(=N/S(=O)(=O)c2ccccc2)/C(N=[N+]=[N-])=C(Cl)C/1=N\S(=O)(=O)c1ccccc1
  A: 55; B: 14; C: 48; D: 27; E: 24; F: 39
#33 Cc1c2c(Cc3ccccc3)nccc2c(C)c2c1c1ccccc1n2Cc1ccccc1
  A: 22; B: 22; C: 19; D: 10; E: -3; F: 19
#34 O=C(NNC(=O)c1cccc2ccccc12)c1ccc(F)cc1
  A: -36; B: 5; C: -3; D: -29; E: -12; F: -22
#35 CC1=C(CC2C(=O)N(c3ccccc3)S(=O)(=O)NC2C)C(=O)N(c2ccccc2)S(=O)(=O)N1C (stereo not given)
  A: 20; B: -17; C: -14; D: 4; E: -2; F: 8
#36 CCOC(=O)CC/C(=N/Nc1ccc(Cl)cc1[N+](=O)[O-])C(=O)OCC
  A: 12; B: -8; C: -32; D: -40; E: -25; F: 0
#37 CN(C)c1nc(OC2C(C3COC(C)(C)O3)OC3OC(C)(C)OC32)nc(N(C)C)n1 (stereo not given)
  A: 37; B: 26; C: 10; D: -10; E: -4; F: 2
#38 O=C(O)NC(c1ccccc1)C(NC(=O)c1ccccc1)c1ccccc1 (stereo not given)
  A: 0; B: 7; C: 6; D: -4; E: -7; F: 31
#39 Cc1cccc(N2CCN(c3ccc4nonc4c3[N+](=O)[O-])CC2)c1
  A: -5; B: -13; C: -10; D: -4; E: -14; F: -15
#40 COc1cc(OC)c(C(C)=O)cc1OC
  A: -9; B: -3; C: -3; D: -14; E: 6; F: 7
#41 Cc1cc(C(=O)O)cc(C)c1N(C)Cc1cnc2nc(N)nc(N)c2n1
  A: 6; B: 21; C: 0; D: -12; E: 17; F: -5
#42 O=c1[nH]c(=O)n(C2OC(CO)C(O)C2Br)cc1Br (stereo not given)
  A: -2; B: -8; C: -7; D: -3; E: 1; F: 24
#43 CC[N+]1(CC)CC[N+]2(CC1)CC[N+]1(CC[N+](CC)(CC)CC1)CC2
  A: -17; B: -27; C: 12; D: -3; E: 2; F: 3
#44 CC(CCC1CCCO1)OC(=O)CCCCCCCC(=O)OC(C)CCC1CCCO1 (stereo not given)
  A: 24; B: -4; C: 15; D: -15; E: 10; F: 12
#45 O=C1c2ccccc2C(=O)c2cc(N3C(=O)C=CC3=O)ccc21
  A: 91*; B: 92*; C: 92*; D: 92*; E: 88*; F: 91*
#46 CCC(C)C(N)C(=O)NC(CC(N)=O)C(=O)NC(CC(C)C)C(=O)NC(CCCCN)C(=O)NC(C)C(=O)NC(CC(C)C)C(=O)NC(C)C(=O)NC(C)C(=O)NC(CC(C)C)C(=O)NC(C)C(=O)NC(CCCCN)C(=O)NC(CCCCN)C(=O)NC(C(=O)NC(CC(C)C)C(N)=O)C(C)CC (stereo not given)
  A: 93*; B: 92*; C: 94*; D: 94*; E: 94*; F: 93*
#47 CCN(CC)CC(O)CNc1ccc(NCC2CO2)c2c1C(=O)c1ccccc1C2=O (stereo not given)
  A: 34; B: 56; C: 49; D: 26; E: -36; F: 59
#48 COc1ccccc1-c1n[nH]c(-c2ccccc2O)n1
  A: 32; B: -11; C: 28; D: -24; E: 23; F: -54
#49 COC1OC(CCl)C(Cl)CC1OC(C)=O (stereo not given)
  A: -15; B: -4; C: -11; D: -4; E: -2; F: -15
#50 CCN(CC)CCNc1n[n+]([O-])c2cc([N+](=O)[O-])ccc2[n+]1[O-]
  A: 79*; B: 41&48; C: 71*; D: 53&59; E: 45&44; F: 80*
#51 Cc1ccc(C(=O)/C=C/c2ccc(Cl)c(Cl)c2)cc1
  A: 9; B: -3; C: -6; D: -2; E: 17; F: 14
#52 CC[N+](CC)(CC)c1ccccc1
  A: 62; B: 24; C: 40; D: -2; E: 76*; F: 26
#53 CC1OC(c2ccc3c(OCc4ccccc4)cccc3c2O)CC(OCc2ccccc2)[C@H]1OCc1ccccc1 (stereo not given in full)
  A: 18; B: 14; C: 32; D: 25; E: 19; F: 36
#54 CCN(CC)CCOC(=O)c1cc(C(C)O)nc2ccccc12 (stereo not given)
  A: 1; B: 1; C: -10; D: 12; E: 22; F: -7
#55 O=C1C=C(Nc2ccccc2C(=O)c2ccccc2)c2ccccc2C1=O
  A: 19; B: 5; C: 7; D: -30; E: 15; F: 2
#56 CCCCOC(=O)C1CC1(Cl)Cl (stereo not given)
  A: -1; B: -43; C: -5; D: -2; E: -5; F: -19
#57 O=C1CCC(OC(=O)c2ccccc2)CCN1 (stereo not given)
  A: -3; B: 6; C: 15; D: 8; E: -6; F: -1
#58 CCOC(=O)CC(=O)c1cc(OC)c(OC)c(OC)c1
  A: 7; B: -75; C: 8; D: 17; E: 40; F: 20
#59 CCCCn1cnc2c(=O)[nH]cnc21
  A: 3; B: -15; C: -5; D: 2; E: 9; F: 2
#60 COc1ccc(C(=O)Cn2c(C(C)=O)nc3ccccc32)cc1
  A: -24; B: 4; C: -14; D: -21; E: -33; F: -43
#61 Nc1ncnc2c1ncn2C1OC(CSCc2ccc(Cl)cc2)C(O)C1O (stereo not given)
  A: 27; B: 11; C: 15; D: 11; E: 59; F: 22
#62 Oc1ccc2ccccc2c1N=Nc1cc(Cl)ccc1Cl
  A: -7; B: -105; C: -7; D: -6; E: -23; F: -12
#63 COc1ccc(C(=O)Cc2cc(OC)ccc2OC)cc1
  A: 10; B: -5; C: 2; D: 4; E: 9; F: 0
#64 O=Nc1ccc(O)cc1Cc1ccccc1
  A: -10; B: -5; C: -20; D: -6; E: 5; F: -2
#65 COc1ccc(/C=C2/CCCC2=O)cc1
  A: 4; B: 14; C: 0; D: 0; E: -33; F: -7
#66 CCCCC1(CC)COC(=O)N(C)C1 (stereo not given)
  A: 11; B: -8; C: 1; D: 5; E: 18; F: 3
#67 OCCN(CCO)c1ccc2c(c1)Cc1ccccc1-2
  A: 34; B: -3; C: 52; D: -12; E: 10; F: 77*
#68 CN(C)CCO[Si](C)(c1ccccc1)c1ccc(F)cc1 (stereo not given)
  A: 17; B: -10; C: 21; D: -8; E: 12; F: 4
#69 CCCCC(C(C)=O)C(C)=O
  A: -2; B: -6; C: -5; D: 4; E: 2; F: 3
#70 CC1(C)Cc2cccc(OC(=O)NO)c2O1
  A: -1; B: -38; C: 0; D: 24; E: -3; F: 9
#71 Cc1nc2sc(CCl)nn2c(=O)c1Cl
  A: 16; B: 18; C: 15; D: 34; E: 21; F: 11

Limited to mlh1 rad18, for 2 of the compounds above:
nr	smiles	mlh1 rad18
35	CC1=C(CC2C(=O)N(c3ccccc3)S(=O)(=O)NC2C)C(=O)N(c2ccccc2)S(=O)(=O)N1C (stereo not given)	8
62	Oc1ccc2ccccc2c1N=Nc1cc(Cl)ccc1Cl	-12
